# Compound activity as filed in PubChem.
# Keap1-Nrf2 PPI: Keap1-Nrf2 (human) interaction inhibition. Q14145. Keap1 Kelch-Nrf2 peptide fluorescence polarization, 1536-well. inhibition, % at 9.4 µM. 0.15% of 340,000 active. AID 504523; in the data active = inhibition above about 12%;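 note: human Keap1 Kelch domain with fluorescein labeled Nrf2 9mer peptide probe; 0% = neutral control wells and 100% = peptide positive control; higher means more block of Keap1 binding to Nrf2 peptide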
# Target sequence (Q14145 whole entry, looked up, the tested form may be a part): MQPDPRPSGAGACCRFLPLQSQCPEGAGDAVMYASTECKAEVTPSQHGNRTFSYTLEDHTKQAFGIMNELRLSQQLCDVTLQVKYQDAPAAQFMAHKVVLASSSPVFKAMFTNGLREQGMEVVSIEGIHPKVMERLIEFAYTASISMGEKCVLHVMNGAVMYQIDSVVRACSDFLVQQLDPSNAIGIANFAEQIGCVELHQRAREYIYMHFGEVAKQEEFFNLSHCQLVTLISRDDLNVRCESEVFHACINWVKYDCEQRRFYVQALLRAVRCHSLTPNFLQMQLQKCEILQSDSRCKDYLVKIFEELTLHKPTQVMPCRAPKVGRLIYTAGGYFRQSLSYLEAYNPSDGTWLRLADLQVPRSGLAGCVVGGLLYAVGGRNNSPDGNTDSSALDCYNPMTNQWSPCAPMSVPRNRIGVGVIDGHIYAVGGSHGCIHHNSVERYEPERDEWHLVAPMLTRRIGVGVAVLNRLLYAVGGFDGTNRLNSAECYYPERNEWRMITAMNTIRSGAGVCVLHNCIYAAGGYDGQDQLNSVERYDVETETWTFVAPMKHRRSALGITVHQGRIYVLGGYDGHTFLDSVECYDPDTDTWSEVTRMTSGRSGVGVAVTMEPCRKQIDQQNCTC
# HTR5A inv ag: inverse agonist of human HTR5A in OPRM1-OPRD1 counter-screen. inhibition, % at 9.3 µM. HTR5A cell line, luminescence, inverse agonism. AID 504634. P47898. 0.083% of 340,000 active; in the data active = inhibition mostly above about 23%, no sharp cut-off; inactive = mostly below about 18%;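 note: 0% = cells with DMSO and 100% = no-cell wells with DMSO; some compounds called inactive have numbers as strong as hits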
# Target sequence (P47898 whole entry, looked up): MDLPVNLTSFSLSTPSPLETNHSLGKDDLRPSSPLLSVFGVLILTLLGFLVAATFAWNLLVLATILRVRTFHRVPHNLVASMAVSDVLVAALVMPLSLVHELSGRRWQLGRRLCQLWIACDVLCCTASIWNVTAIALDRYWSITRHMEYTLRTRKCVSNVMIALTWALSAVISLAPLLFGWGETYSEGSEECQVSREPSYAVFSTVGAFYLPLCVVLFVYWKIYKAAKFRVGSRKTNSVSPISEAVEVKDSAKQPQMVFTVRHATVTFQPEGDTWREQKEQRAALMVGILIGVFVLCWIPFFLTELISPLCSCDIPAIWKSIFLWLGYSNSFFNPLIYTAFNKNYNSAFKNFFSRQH
# RTF Ca sens act: cardiac RTF calcium sensitization; activation, % at 7.2 µM; IANBD-labeled TnC RTF fluorescence at EC20 calcium; 0% EC20 calcium, 100% full calcium; 0.24% of 340,000 active; P19429+P45379; AID 493008;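 active = activation above the mean over all tested compounds plus 3 SD, cut at about 30% in these data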;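 note: rise in fluorescence read as greater calcium sensitivity of cardiac thin filaments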
# MOR-DOR inv ag: mu-delta opioid heterodimer inverse agonism; P35372+P41143; 0.21% of 340,000 active; inhibition, % at 9.3 µM; AID 504357; cell-based MOR-DOR heterodimer luminescence; in the data active = inhibition above about 22%, passing the limit was not always enough;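 note: 0% = cells with DMSO and 100% = wells without cells with DMSO; values of inactives mirror those of a sister screen read the other way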
# RTF Ca sens inh: cardiac RTF calcium desensitization; IANBD-labeled cardiac RTF, Ca2+ fluorescence; inhibition, % at 7.15 µM; 0.12% of 340,000 active; AID 493244;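 active = inhibition above the mean inhibition of all tested compounds plus 3 SD, cut at about 17% in these data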;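 note: assay run at fixed EC70 calcium of 1.6 mM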
# HTR5A ag: activates human HTR5A in OPRM1-OPRD1 agonist counter-screen. P47898. HTR5A agonist assay, luminescence, cell-based. activation, % at 9.3 µM. 0.61% of 340,000 active; in the data active = activation mostly above about 9.5%, no sharp cut-off; inactive = mostly below about 7.6%;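 note: 0% = cells with vehicle only and 100% = reference agonist; strong numbers were not always called active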
# MOR-DOR ag: agonists of human mu-delta opioid receptor heterodimerization; activation, % at 9.3 µM; 0.3% of 340,000 active; cells, OPRM1-OPRD1 heterodimerization, luminescence; P35372+P41143; in the data active = activation above about 18%;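 note: 0% = vehicle-treated cells and 100% = reference agonist; values of inactives mirror those of a sister screen read the other way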
# V-ATPase pHluor: yeast V-ATPase proton transport regulation by pHLuorin. S. cerevisiae, pHLuorin cytosolic pH fluorescence. response, % at 10 µM. 0.37% of 350,000 active. AID 504577; in the data active = response mostly above about 7.3%, no sharp cut-off; inactive = mostly below about 5.4%; note: actives read high; inactives centre near 0; some compounds called inactive have numbers as strong as hits; reference of the scale not given here
# CAL PDZ FP: inhibitors of human CAL PDZ peptide binding | Q9HD26 | purified CAL PDZ, TMR-peptide fluorescence polarization, 1 h | inhibition, % at 24.9 µM | 0.92% of 300,000 active;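 active = mean inhibition of at least 30% with at least half of replicates also reaching 30%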;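 note: 0% = DMSO neutral control and 100% = excess unlabeled competitor peptide PRC23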
# LANA DNA inh: inhibitors of KSHV LANA C-terminal domain DNA binding; AID 504423; 0.078% of 340,000 active; MBP-C-LANA/FAM-LBS DNA binding, fluorescence polarization; inhibition, % at 9 µM;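 active = highest replicate inhibition at or above 60% at 9 µM, even if other replicates fall short; inactive = all replicates below 60% inhibition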;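 note: 0% = neutral control wells and 100% = 4 µM acridine orange control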
# An asterisk follows results filed as active; nt = not tested or not shown.
# Each structure is followed by: Keap1-Nrf2 PPI	HTR5A inv ag	RTF Ca sens act	MOR-DOR inv ag	RTF Ca sens inh	HTR5A ag	MOR-DOR ag	V-ATPase pHluor	CAL PDZ FP	LANA DNA inh
> CCN(c1ccc(C)cc1C)S(=O)(=O)c1nnc(NC(=O)C(C)C)s1
 : -2	-4	-1	-45	-14	1	7.8	0	1	-0.7
> CNC(=O)c1cccc(NC(=O)c2ccccc2OCc2ccccc2)c1
 : -3	4	-5	-11	0	-1	1.4	-4	-2	-0.2
> O=S(=O)(Nc1nc2ccccc2nc1N1CCc2ccccc2C1)c1ccc(Br)cc1
 : -3	-25	12	5	9	3	-1.0	0	-5	3.0
> COc1cc(/C=C(\C#N)c2ccccn2)ccc1OCc1ccc(Cl)cc1
 : -9	-1	-1	-15	-7	11	2.4	1	4	0.0
> Cc1cccnc1NC(=S)NCCc1ccccc1
 : -10	-7	-1	7	2	2	-1.4	1	-2	-0.7
> COc1ccc(C(=O)NNC(=O)C23CC4CC(CC(C4)C2)C3)c(OC)c1
 : -2	8	-2	11	3	-3	-2.0	-2	-3	1.1
> CCOc1ccc(NC(=O)Cc2ccc(NC3=NC4CS(=O)(=O)CC4S3)cc2)cc1 (stereo unspecified)
 : -6	3	0	10	-1	-1	-1.8	3	nt	-0.6
> COc1cccc(Oc2ccc(S(=O)(=O)N3CCCC3)cc2[N+](=O)[O-])c1
 : -4	-2	-1	15	5	1	-2.7	-1	0	3.2
> CCN(C(=O)CN1CCCCCC1)c1c(N)n(Cc2ccccc2)c(=O)[nH]c1=O
 : 0	-14	-1	5	0	4	-1.1	-7	-4	3.6
> Cc1ccc(S(=O)(=O)N2CCCCC2)cc1C(=O)NC1CC(C)(C)NC(C)(C)C1
 : 3	-4	-5	7	-9	1	-1.1	1	-2	0.2
> COc1ccc(CNS(=O)(=O)c2c(C)[nH]c(C)c2C(=O)N2CCCC2)cc1
 : 0	0	-6	9	-13	1	-1.6	1	13	1.7
> O=S(=O)(Nc1ccc(Cl)cc1)c1cccc2nsnc12
 : -3	9	0	8	-4	-2	-1.9	1	-1	-1.5
> CC(O)CNc1nc2c(c(=O)n(Cc3ccc(Cl)cc3)c(=O)n2C)n1C (stereo unspecified)
 : 2	-6	1	1	-11	1	-0.1	3	nt	0.7
> COc1ccccc1CNC(=O)CN1C(=O)NC2(CCOc3ccccc32)C1=O (stereo unspecified)
 : 0	0	0	13	-8	0	-3.4	3	-7	0.3
> CSC[C@H](NC(=O)COc1cc2c(c3oc(=O)cc(C)c13)CCC(C)(C)O2)C(=O)O
 : -9	-3	1	15	-3	1	-2.5	1	0	0.8
> CNC[C@H](CC1CCCCC1)NC[C@H](CO)NCCc1cccc(C(F)(F)F)c1
 : -1	-14	-1	-1	-11	-2	0.3	-4	-6	-1.0
> Cc1cnc(NC(=O)Nc2ccc(OCc3ccccc3)cc2)c(Br)c1
 : -3	8	5	10	-3	-2	-2.0	-3	1	-2.1
> O=C(NCc1ccco1)C1CC(c2c(Cl)cccc2Cl)=NO1 (stereo unspecified)
 : -6	4	17	13	-10	3	-2.3	6	-1	-1.9
> O=C(COC(=O)c1ccc[nH]c1=O)NC1CCCCCCC1
 : -1	2	10	9	0	-1	-2.1	3	-5	0.9
> Cc1ccc(NC(=S)Nc2cccc3cnccc23)cc1C
 : 6	-8	11	-84	3	3	17	0	-1	-1.2
> CCCNC(=O)c1ccc2c(=O)n(Cc3ccco3)c(=S)[nH]c2c1
 : 3	5	-2	1	-1	3	-0.2	-2	-6	0.6
> COc1cc(Cl)ccc1OCc1cc(C(=O)N2CCCCCC2)no1
 : -4	-2	5	4	-7	-5	-0.7	3	-7	1.1
> O=C(N/N=C\c1ccc(S(=O)(=O)O)o1)c1ccc2c(c1)OCO2
 : 3	-3	-2	11	2	1	-2.2	-3	-1	0.6
> O=C(NNS(=O)(=O)c1ccc(CCCl)cc1)C(O)(c1ccccc1)c1ccccc1
 : -7	10	2	13	7	1	-2.5	-2	-3	1.1
> Cc1ccc(NS(=O)(=O)c2ccc(C(=O)N3CCN(S(=O)(=O)c4ccccc4)CC3)cc2)cc1
 : -4	-7	-9	-15	-8	9	3.0	0	0	-1.0
> CCNC(=O)CC1SC(=Nc2ccc(Cl)cc2)N(CC)C1=O (stereo unspecified)
 : -2	-8	-6	0	5	-1	0.0	-1	3	-0.5
> COc1ccc(NC(=O)C2=C(C)NC(=O)NC2c2cccs2)c(OC)c1 (stereo unspecified)
 : 2	-21	-1	-3	-8	8	0.6	1	2	0.8
> CCOC(=O)c1nn(-c2ccccc2)c(=O)c2c(N)scc12
 : -1	-30	1	-11	-10	-1	1.7	5	-3	-1.3
> CC1OC(Oc2ccc3ccc(=O)oc3c2-c2c(O)ccc3cc(Oc4ccc5ccc(=O)oc5c4)c(=O)oc23)C(O)C(O)C1O (stereo unspecified)
 : -1	-3	1	18	-1	12	-4.0	-5	-3	-0.8
> COc1cccc(NC(=O)c2ccc3c(c2)N(C)CCS3)c1
 : 1	1	2	10	-2	-7	-1.7	4	2	1.0
> O=C(O)c1ccc(N/N=C/c2ccc(C(F)(F)F)cc2)cc1
 : 2	-2	-7	20	-4	1	-4.1	1	5	0.6
> O=c1cc(-c2ccccc2Cl)oc2c([N+](=O)[O-])c(O)cc(O)c12
 : -4	-2	0	5	-1	-4	-0.8	0	-8	0.0
> COc1ccc(CN(C(=O)c2snc(C(N)=O)c2N)C(C)C(=O)NCc2ccc(F)cc2)cc1 (stereo unspecified)
 : -7	-11	-3	-16	-4	4	2.0	-2	-5	-1.1
> COc1ccc(OC)c(NC(=O)CN2CCC(NC(=O)c3ccccc3C)CC2)c1
 : -5	4	-3	12	-10	-1	-2.4	-1	-3	0.4
> C=CCn1c(Cc2cccs2)nnc1SC/C=C/c1ccccc1
 : -2	-6	-1	10	-14	2	-1.9	0	nt	1.4
> Cc1ccc(S(=O)(=O)N2CCN(C(=O)c3cccs3)CC2)cc1C
 : -3	19	-5	7	-12	3	-1.4	1	-3	-1.4
> CC(=O)c1ccc2c(c1)CC(C)C(=O)N2C (stereo unspecified)
 : -1	-5	-3	9	6	2	-1.7	6	-4	2.0
> Cc1nn(-c2ccccc2)c2sc(C(=O)N3CCCCC3)cc12
 : 2	9	-4	12	2	-4	-2.8	5	2	-0.5
> CCOC(=O)N1CCc2c(sc(NC(=O)C3=COCCO3)c2C(N)=O)C1
 : 0	10	-7	15	-1	1	-2.8	-2	0	-0.9
> Cc1ccc(S(=O)(=O)N(C)C)cc1-n1c(SCC(=O)N(C)C)nc2ccccc2c1=O
 : -1	-2	-3	6	-18	-3	-1.1	9	-2	-0.5
> CCCC1(CCC)NC(=O)N(CC(=O)Nc2ccccc2OC)C1=O
 : -4	-2	-5	20	-20	-2	-3.3	2	10	-1.4
> CC(C)(C)OC(=O)NCCCCCc1nnc(SCc2c(F)cccc2Cl)o1
 : -1	-7	-6	11	-3	1	-2.1	-2	nt	0.0
> COC(=O)c1cccc(NC(=O)NC2CCCN2S(=O)(=O)c2ccc(Cl)cc2)c1 (stereo unspecified)
 : -2	4	6	-12	4	2	2.1	2	-3	-0.3
> COc1cccc(/C=N/NC(=O)CCn2cnc3ccccc32)c1
 : 3	6	1	14	-1	9	-2.7	3	nt	-2.1
> Cc1ccc(N2CC(C(=O)N3CCC(C(=O)Nc4nnc(C(C)C)s4)CC3)CC2=O)cc1 (stereo unspecified)
 : 2	-5	0	14	-8	6	-2.6	9	-1	1.8
> CCO/C(=C/c1sc2ccc(OC)cc2[n+]1CCCS(=O)(=O)[O-])CC
 : -5	-14	2	16	-8	5	-3.1	5	-1	0.2
> CC1CC(C)CN(C(=O)CN2C(=O)NC3(CCCCCCC3)C2=O)C1 (stereo unspecified)
 : 0	-17	-1	2	-4	6	-0.6	-2	1	0.9
> CCOC(=O)c1ccccc1NC(=O)COc1ccccc1
 : 3	3	-4	-35	-6	-1	6.4	1	nt	-0.6
> C[C@]12c3[nH]c4ccc(Cl)cc4c3CCN1C(=O)[C@@H](CC(=O)NCCc1ccccn1)C[C@@H]2C(=O)N1CCOCC1
 : -3	-1	-3	13	-13	0	-2.7	0	-8	1.1
> COc1ccc(S(=O)(=O)N2CCCCCC2)cc1C(=O)OCC(=O)NC(N)=O
 : -5	-6	-1	5	-3	7	-1.0	3	-4	0.2
> O=C(c1ccc(COc2ccccc2Br)o1)N1N=C(C(F)F)CC1(O)C(F)F (stereo unspecified)
 : -4	16	20	-63	2	2	12	3	-5	-1.2
> Cc1cn([C@H](C(=O)NCCCCCCCCCCC(=O)N2CCNCC2)[C@@H](C)O)nn1
 : -4	-2	1	-22	5	9	3.9	-4	3	0.8
> COC(=O)c1cc(C(=O)OC)n(Cc2ccc(Br)cc2)n1
 : 0	-38	1	8	-3	3	-1.5	0	8	0.2
> CC(=O)NCCc1ccc(C(=O)Cn2cnc3ccccc3c2=O)cc1
 : 4	5	2	19	-31	-2	-3.6	4	1	1.2
> COc1ccccc1N=c1sc2ccccc2n1C
 : 0	-6	8	-4	-7	2	0.6	-1	-3	-0.5
> O=C(COc1ccccc1)Nc1ccccc1N1CCN(c2ccc(F)cc2)CC1
 : -4	1	2	1	-4	-1	-0.2	-4	5	0.3
> O=C(NCCS(=O)(=O)N1CCN(c2ccccc2)CC1)c1cccc(F)c1
 : 0	1	2	-4	0	0	0.6	0	-4	0.5
> CC(NC(=O)Nc1ccc2c(c1)OCO2)C1CCCO1 (stereo unspecified)
 : 3	6	-2	15	-2	4	-2.9	2	nt	0.5
> CCCn1nnnc1NCc1cccc(OC)c1OCC
 : -1	18	-2	-2	-3	-5	0.3	2	4	0.5
> CCN(Cc1ccccc1)C(=O)c1ccc(CS(=O)c2ccccc2C)o1 (stereo unspecified)
 : -6	-6	-3	-2	-9	2	0.4	8	10	-1.1

# (continued)
# Each structure is followed by: Keap1-Nrf2 PPI	HTR5A inv ag	RTF Ca sens act	MOR-DOR inv ag	RTF Ca sens inh	HTR5A ag	MOR-DOR ag	V-ATPase pHluor	CAL PDZ FP	LANA DNA inh
> O=C(O)c1cnn(-c2nc(-c3ccc(Br)cc3)cs2)c1C(F)(F)F
 : -3	3	1	-2	-9	-1	0.3	5	2	1.2
> N/C(=N/OC(=O)c1ccccc1F)c1nonc1N
 : 1	0	-3	7	-28	0	-1.4	-4	-2	-0.5
> Cc1ccc(-c2noc(CCC(=O)NCCN3CCc4ccccc4C3)n2)cc1
 : -1	3	1	9	-3	4	-1.9	0	nt	-1.8
> COc1ccc(N(CC(=O)NC2CCCC2)C(=O)Cn2nnc(-c3ccc(OC)c(OC)c3)n2)c(OC)c1
 : 3	7	1	13	-2	-3	-2.5	-1	-3	0.2
> COc1ccc(-c2nn(-c3ccccc3)cc2/C=C2/SC(=S)N(CCC(=O)O)C2=O)c(C)c1
 : 2	14	-10	19	2	-4	-4.0	3	-8	3.0
> FC(F)(F)c1ccc(-c2csc(-c3ccno3)n2)cc1
 : 5	-6	1	-15	2	0	3.1	-4	-10	0.2
> O=C(c1ccco1)N1CCc2[nH]nc(-c3ccc(Cl)cc3)c2C1
 : 1	-1	0	3	-11	1	-0.6	4	-2	0.1
> CCOC(=O)c1cc(-c2ccccc2)sc1NC(=O)CCN1C(=O)c2ccccc2C1=O
 : 4	2	7	3	1	-1	-0.6	0	13	-2.2
